POLK inh: DNA polymerase kappa (human) inhibition; Q9UBT6; Potency, µM (top dose mostly 107 µM), without a hit: at the top dose activity, negative = inhibition, hits mostly inhibitors; 0.53% of 400,000 active; purified Pol kappa, fluorescent DNA synthesis assay, 10 min; further: on the % scale 0 is the no-effect control and ±100 the full control effect
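50 nM final substrate added after 15 min RT preincubation of 10 nM Pol kappa with compound; fluorescence read at 0 and 10 min.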
Pol iota inh: blocks human DNA polymerase iota activity. Pol iota fluorescent replication assay, 10 min. Potency, µM (titrated, usually from 115 µM), without a hit: top-dose activity, negative = inhibition, hits mostly inhibitors. 1% of 390,000 active. AID 588590
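Fluorescent replication assay read twice, at 0 min and 10 min after adding 50 nM (final) substrate. Enzyme (10 nM) and compounds were first incubated 15 min at room temperature; enzyme-free buffer wells were negative controls.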
BAZ2B inh: blocks human BAZ2B; 4.4% of 360,000 active; AID 504333; Q9UIF8; Potency, µM (highest dose often 114 µM), inactives show at the highest dose activity change, negative = inhibition, most hits filed as inhibitors; AlphaScreen BAZ2B-H3K14Ac peptide displacement; further: on the % scale 0 is the no-effect control and ±100 the full control effect; nearly all actives have a fitted effect of over 60% in size
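BAZ2B 50 nM plus b-H3(5-23)K14Ac 50 nM, PBS pH 7.4/0.01% Tween-20, 30 min RT; compound added (max 110 uM), 30 min RT; streptavidin donor/Ni-chelate acceptor beads 10 ug/mL final, 20 min dark; AlphaScreen read.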
JMJD2A Tudor: blocks the human JMJD2A Tudor domain; AID 504339; 4.4% of 390,000 active; O75164; Potency, µM (series often up to 114 µM), for inactives: at the top dose activity change, negative = inhibition, most hits filed as inhibitors; AlphaScreen JMJD2A-Tudor / H3K4me3 peptide binding; further: on the % scale 0 is the no-effect control and ±100 the full control effect; nearly all actives have a fitted effect of over 50% in size
Target sequence (O75164 whole entry, looked up, the tested form may be a part): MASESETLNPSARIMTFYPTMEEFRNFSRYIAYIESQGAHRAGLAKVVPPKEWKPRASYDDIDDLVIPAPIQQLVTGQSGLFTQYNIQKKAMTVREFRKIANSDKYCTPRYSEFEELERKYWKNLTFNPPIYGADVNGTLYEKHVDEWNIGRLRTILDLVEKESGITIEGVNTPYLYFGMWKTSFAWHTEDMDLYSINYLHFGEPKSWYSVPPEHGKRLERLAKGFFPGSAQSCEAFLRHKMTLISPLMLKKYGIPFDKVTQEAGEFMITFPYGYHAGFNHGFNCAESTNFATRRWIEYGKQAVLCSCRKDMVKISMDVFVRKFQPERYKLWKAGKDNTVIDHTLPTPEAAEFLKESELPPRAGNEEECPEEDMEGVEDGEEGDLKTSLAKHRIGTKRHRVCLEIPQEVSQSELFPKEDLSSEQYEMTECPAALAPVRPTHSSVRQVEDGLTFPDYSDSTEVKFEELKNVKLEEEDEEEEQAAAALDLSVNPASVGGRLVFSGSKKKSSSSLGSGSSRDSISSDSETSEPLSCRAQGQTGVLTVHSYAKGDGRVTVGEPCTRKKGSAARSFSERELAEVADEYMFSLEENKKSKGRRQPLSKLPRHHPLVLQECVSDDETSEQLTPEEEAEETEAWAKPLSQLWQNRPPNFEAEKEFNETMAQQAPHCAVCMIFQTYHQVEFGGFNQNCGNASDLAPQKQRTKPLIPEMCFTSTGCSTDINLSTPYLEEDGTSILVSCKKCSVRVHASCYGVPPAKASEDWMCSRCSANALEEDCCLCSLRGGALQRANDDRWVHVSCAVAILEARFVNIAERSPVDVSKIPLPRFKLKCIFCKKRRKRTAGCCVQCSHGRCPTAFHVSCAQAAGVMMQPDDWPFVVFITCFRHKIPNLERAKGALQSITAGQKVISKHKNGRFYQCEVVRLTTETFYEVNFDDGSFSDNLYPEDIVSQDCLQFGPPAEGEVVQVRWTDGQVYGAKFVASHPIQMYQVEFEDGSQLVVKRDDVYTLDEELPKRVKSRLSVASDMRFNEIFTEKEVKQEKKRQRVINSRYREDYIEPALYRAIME
G9a inh: inhibitors of human histone lysine methyltransferase G9a; Potency, µM (series often up to 102 µM), without a hit: at the highest dose activity, negative = inhibition, most hits filed as inhibitors; G9a H3K9 monomethylation, AlphaScreen, 2 h; 8.8% of 350,000 active; AID 504332; Q96KQ7; further: on the % scale 0 is the no-effect control and ±100 the full control effect; nearly all actives have a fitted effect of over 75% in size
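Compounds were preincubated with 20 nM G9a for 15 min, after which biotinylated H3K9 peptide (500 nM) and SAM (20 uM) started a 2 h room-temperature reaction. Monomethylated product was quantified by antibody-based AlphaScreen chemiluminescence.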
BLM inh: Bloom syndrome helicase (human) inhibition; Potency, µM (top dose mostly 56.1 µM), inactives show at the highest dose activity change, negative = inhibition, actives largely listed as inhibitors; AID 2528; 0.2% of 350,000 active; P54132; recombinant BLM DNA unwinding, fluorescence dequenching;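 further: plate controls were vehicle for no effect and no enzyme for full effect; nearly all actives have a fitted effect of over 35% in size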
Pol beta inh: blocks human DNA polymerase beta activity; Potency, µM (highest dose often 114 µM), inactives show top-dose activity change, negative = inhibition, actives largely listed as inhibitors; 1.3% of 340,000 active; Pol beta primer extension/strand displacement, fluorescence kinetic; P06746; further: on the % scale 0 is the no-effect control and ±100 the full control effect
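Pol beta (10 nM) was preincubated with compound for 15 min at room temperature. The reaction was then started with 50 nM substrate and read immediately and after a further 10 min at room temperature.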
APE1 inh: blocks human APE1 abasic DNA cleavage | P27695 | recombinant APE1, TAMRA/BHQ-2 abasic DNA cleavage fluorescence | Potency, µM (series often up to 65.8 µM), without a hit: top-dose activity change, negative = inhibition, most hits filed as inhibitors | 0.35% of 350,000 active | AID 2517;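 further: plate controls were vehicle for no effect and reference inhibitor for full effect; nearly all actives have a fitted effect of over 55% in size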
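Substrate: short duplex with […] THF abasic site, 5'-TAMRA and 3'-BHQ-2, 50 nM final. APE1 at 0.75 nM, preincubated 15 min RT with compound. Fluorescence increase from first to third read measured activity.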
POLH inh: DNA polymerase eta (human) inhibition; Q9Y253; recombinant Pol eta, fluorescent DNA replication assay; Potency, µM (titrated, usually from 114 µM), without a hit: top-dose activity change, negative = inhibition, usual class: inhibitors; 1.2% of 390,000 active; AID 588591; further: on the % scale 0 is the no-effect control and ±100 the full control effect
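Fluorescent replication assay: 50 nM final substrate added after a 15 min room-temperature compound preincubation with 10 nM enzyme. Signal taken at 0 min and again at 10 min.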
* = called active by the depositor; ? = inconclusive; · = no result given; [ ] = dose if it differs, or a comment. The call rests on the fitted dose curve; in most records, active means well fitted curve in the direction sought with a large enough effect; inconclusive means small, poorly fitted or top-dose-only effect, or another doubt; inactive means no such curve, though single readings can be large; an effect the other way counts as inactive or inconclusive. Potency means the concentration at half of the fitted maximal effect. The list is partial (hit frequency here may not be typical).

Below each SMILES: POLK inh | Pol iota inh | BAZ2B inh | JMJD2A Tudor | G9a inh | BLM inh | Pol beta inh | APE1 inh | POLH inh
- Cc1cc(S(=O)(=O)Nc2ccc(C(=O)NCC(c3ccco3)N3CCCCC3)cc2)ccc1F (stereo not given)
  -5% | 8% | -10% | -12% | ? | · | · | -7% | -3%
- COc1ccc2c(c1)OC(c1ccccc1)(C(F)(F)F)NC2=O (stereo not given)
  -6% | 144%[activator] | 11% | 3% | 13% | 2% | -11% | 1% | -23%
- COc1ccc(C(=O)COC(=O)C2CCN(S(=O)(=O)c3cccc4cccnc34)CC2)cc1
  -1% | -11% | 10% | 6%[57.1 µM] | 7%[59 µM] | -4% | 29% | 15% | -15%
- C[C@H]1CC[C@H]2C(=O)N3[C@H](c4cccc(N5CCCC5=O)c4)[C@@H](C)CC[C@H]3C(=O)N2[C@@H]1c1cccc(N2CCCC2=O)c1
  · | · | -38% | · | 50µM* | -11% | 4% | 1% | ·
- COc1ccc(-c2cn3c4c(sc3n2)CCCC4)cc1
  -7% | 31%[activator] | ? | 12% | 50µM* | -6% | -1% | -4% | -15%
- COC(=O)CSc1nnc(CNC(=O)c2ccc(S(=O)(=O)N(C)C)cc2)n1C
  4% | 5% | · | 4% | -35% | 0% | 5% | -1% | -14%
- COc1cc(OC)cc(C(=O)Nc2ncc3c(n2)CC(C)CC3=O)c1 (stereo not given)
  -19% | 13% | -1% | 2% | ? | -3% | 17% | 0% | -11%
- CSc1ncccc1C(=O)Nc1cccc(S(=O)(=O)N2CCCCCC2)c1
  0% | 12% | · | -24% | · | · | · | -16% | -18%
- Cc1nn(CC(O)Cn2cnc3c2c(=O)n(C)c(=O)n3C)c(C)c1Br (stereo not given)
  4% | 1% | 5% | -12%[11.4 µM] | 9%[59 µM] | -2% | -6% | -6% | -6%
- CC1=CC(C)(C)N2C(=O)C3(SCC(=O)N3c3ccc(O)cc3)c3cc(C)cc1c32 (stereo not given)
  -3% | 6% | -37% | 23% | 21%[12.7 µM] | -16% | -16% | -9% | -6%
- Cc1sc2ncn(CC(=O)N3CCN(c4ccccc4F)CC3)c(=O)c2c1S(=O)(=O)N1CCOCC1
  -4% | -19% | 2% | -3% | 3% | 0% | 18% | 18% | -14%
- CC1CCCC(C)N1c1ccc(S(=O)(=O)N2CCOCC2)cc1Cl (stereo not given)
  -10% | 65%[activator] | 4% | 10% | -4% | -7% | -19% | 3% | -17%
- Cc1cc(OC(=O)c2ccc(C(F)(F)F)cc2)c([N+](=O)[O-])c(=O)[nH]1
  -6% | -13% | ? | -22% | ? | 0% | 4% | 14% | -6%
- COc1ccc(C)cc1NC(=O)c1cc2ccccc2o1
  -4% | -8% | 11% | 11% | 4% | -5% | 3% | -3% | -15%
- CCN(CC(=O)Nc1c(C(=O)OC)[nH]c2ccc(C)cc12)c1ccc2c(c1)OCO2
  -3% | 1% | 40µM* | 45µM* | 35µM* | 1% | -5% | -7% | -18%
- C/C(=N\NC(=O)c1c[nH]c2ccccc12)c1ccccn1
  -21% | 73%[activator] | 10µM* | 50µM* | 16% | -1% | -2% | 3% | -11%
- COc1cccc(C(=O)Oc2c(CN3CCOCC3)cc(Cl)c3cccnc23)c1
  -7% | 3% | 45µM* | 50µM* | -33% | -3% | 4% | -7% | -23%
- Cc1cc(NC(=O)c2cccc(Br)c2)n[nH]1
  -11% | 19% | -8% | -16% | 10%[2.33 µM] | · | · | 31% | -21%
- CCOC(=O)Cn1c(=O)n(C2CCCCC2)c2nc(-c3c(F)cccc3Cl)nc(C(N)=O)c21
  -14%[60.1 µM] | 0% | -30% | ? | 11%[59 µM] | -22% | 5% | · | ?
- Cn1c(=O)[nH]c(=O)c2c1nc(NCCCn1ccnc1)n2CCOc1ccccc1
  -10% | 13% | -33% | -16% | ? | -2% | 25% | 18% | -5%
- CCOC(=O)c1cc(-c2ccc(OC)cc2)nn1-c1ccccc1C(=O)O
  -13% | -27% | ? | ? | · | -18% | 3.2µM* | 2.5µM* | -3%
- O=C(Cc1c[nH]c2ccccc12)NCc1ccco1
  -12% | 139%[activator] | 50µM* | -18% | ? | -1% | 6% | 0% | 3%
- Cc1cccc(NC(=O)CCN2CC(C)CC(C)C2)c1 (stereo not given)
  11% | -2% | -2% | 1% | · | 0% | 24% | -3% | -19%
- CC(=O)c1ccc(N2CCN(C(=O)c3cccc(Oc4ccccc4)c3)CC2)cc1
  -2% | 66%[activator] | -22% | -9% | 4% | -5% | 2% | -1% | -17%
- COCCCNC(=O)CCn1c(=O)c2ccccc2n(Cc2cccc([N+](=O)[O-])c2)c1=O
  0% | 57%[activator] | 17% | -5% | 69%[activator] | -2% | 31% | 1% | -24%
- O=C(O)c1ccc(N/N=C/c2cn(Cc3ccccc3F)c3ccccc23)cc1
  -2% | ? | 40µM* | 56µM* | 2%[12.7 µM] | -8% | -9% | -11% | ?
- O=C(NC1CCN(S(=O)(=O)c2ccc(Cl)cc2)CC1)c1cccnc1
  2% | 83%[activator] | 11% | 3% | 16%[59 µM] | 2% | 3% | -6%[12.4 µM] | -21%
- Cc1ccc(-c2cn3cccnc3n2)cc1NC(=O)C(C)(C)Oc1ccc(Cl)cc1
  -9%[60.1 µM] | 8% | -21% | -34% | -4%[59 µM] | -6% | -27% | · | -22%
- CNC(=O)Cn1nc(C)c(S(=O)(=O)N2CCOCC2)c1C
  0% | 20% | · | 0% | · | · | · | -6% | -21%
- O=c1oc(Nc2cccc(F)c2)nc2ccccc12
  1% | 23% | 3% | 1% | 3%[59 µM] | 2% | 13% | -3% | -2%
- COC(=O)[C@@H]1Cc2c([nH]c3ccccc23)C2CCC(=O)N21 (stereo not given in full)
  -41% | 83%[activator] | -16% | -21% | ? | -3% | 0% | 37% | -14%
- COc1ccc(Cl)cc1Nc1nc(N)nc(C(F)(F)F)n1
  -14% | 7% | -2% | -10% | 62%[activator][59 µM] | -7% | 1% | -2% | -15%
- Cc1ccc(NC(=O)c2ccc(OCC3CCCO3)cc2)c(C)c1 (stereo not given)
  -11% | 8% | -1% | -11% | 21%[59 µM] | 4% | 8% | 1% | -12%
- COc1ccc(NC(=O)C(=O)NCC2(c3ccc(OC)c(OC)c3)CCCC2)cc1
  7% | 10% | 5% | -7% | 3%[59 µM] | -5% | 21% | · | -10%
- O=C(CCN=C1NS(=O)(=O)c2ccccc21)Nc1ccc(Cl)cc1F
  8% | 18% | 11% | -11% | -4%[2.33 µM] | · | · | -23% | -1%
- CCCCc1c(O)nc(SCC(=O)c2ccccc2)n(-c2ccccc2OC)c1=O
  -15% | 17% | -6% | -13% | -34% | 0% | -1% | -3% | -7%
- COc1ccccc1C(=O)Nc1c(C(=O)N2CCN(c3ccc(F)cc3)CC2)oc2ccccc12
  -7% | -10% | 9%[57.1 µM] | -26% | -16%[59 µM] | -2% | 8% | · | -13%
- CS(=O)(=O)c1ccc(C(=O)N2CC(=O)Nc3ccccc32)cc1
  5% | 40%[activator] | -4% | 3% | 50µM* | -3% | 0% | 44%[activator] | -14%
- Cc1ccc(NC(=O)COc2ncnc3cc([N+](=O)[O-])ccc23)cc1S(=O)(=O)N1CCOCC1
  -8% | 49%[activator] | -19% | -27% | ? | -15% | 43% | 0% | -18%
- CC(C)Cn1c(N)c(C(=O)COC(=O)c2ccc([N+](=O)[O-])o2)c(=O)n(C)c1=O
  -11% | 26% | -14% | -14% | ? | -5% | ? | -6% | ?

Laid out differently: 6 of the compounds above.
canonical_smiles	POLK inh	Pol iota inh	BAZ2B inh	JMJD2A Tudor	G9a inh	BLM inh	Pol beta inh	APE1 inh	POLH inh
CCN(CC(=O)Nc1c(C(=O)OC)[nH]c2ccc(C)cc12)c1ccc2c(c1)OCO2	-3%	1%	40µM*	45µM*	35µM*	1%	-5%	-7%	-18%
C/C(=N\NC(=O)c1c[nH]c2ccccc12)c1ccccn1	-21%	73%[activator]	10µM*	50µM*	16%	-1%	-2%	3%	-11%
COc1cccc(C(=O)Oc2c(CN3CCOCC3)cc(Cl)c3cccnc23)c1	-7%	3%	45µM*	50µM*	-33%	-3%	4%	-7%	-23%
Cc1cc(NC(=O)c2cccc(Br)c2)n[nH]1	-11%	19%	-8%	-16%	10%[2.33 µM]	·	·	31%	-21%
CCOC(=O)Cn1c(=O)n(C2CCCCC2)c2nc(-c3c(F)cccc3Cl)nc(C(N)=O)c21	-14%[60.1 µM]	0%	-30%	?	11%[59 µM]	-22%	5%	·	?
Cn1c(=O)[nH]c(=O)c2c1nc(NCCCn1ccnc1)n2CCOc1ccccc1	-10%	13%	-33%	-16%	?	-2%	25%	18%	-5%

The list continues.
Below each SMILES: POLK inh | Pol iota inh | BAZ2B inh | JMJD2A Tudor | G9a inh | BLM inh | Pol beta inh | APE1 inh | POLH inh
- O=C(NC1CCCC1)c1cc2ccccc2o1
  -11% | -2% | 4% | -6% | · | 3% | 17% | -7% | -6%
- CCc1cccc(C)c1NS(=O)(=O)c1ccc(-c2cc(C)no2)s1
  -2% | -2% | 3% | 5% | -1%[59 µM] | -4% | ? | · | -8%
- O=C(COC(=O)c1cc(S(=O)(=O)N2CCOCC2)ccc1O)NCC1CCCO1 (stereo not given)
  -19% | ? | 3% | -13% | -38% | 1% | 4% | -10% | -2%
- COc1cccc(CN2CCNC(=O)C2CC(=O)NCc2cn3ccccc3n2)c1OC (stereo not given)
  -11% | 46%[activator] | -18% | -3% | ? | -4% | -4% | 9% | 6%
- CCOc1ccc(-c2[nH]nc3c2C(c2cccnc2)C(C#N)=C(N)O3)cc1 (stereo not given)
  5% | 9% | 0% | -11% | -35%[12.7 µM] | -2% | 3% | 18% | -2%
- C=CCN1C(=O)C(=O)N(CC(=O)NCC(=O)Nc2ccc(F)c(F)c2F)C1=O
  -8% | 1% | · | -4% | · | · | · | 6% | 6%
- O=C(NC(Cc1cc(=O)[nH]c2ccccc12)C(=O)O)c1ccc(Cl)cc1 (stereo not given)
  -4%[60.1 µM] | · | · | · | -29%[2.33 µM] | -9% | · | 2% | ·
- CCOC(=O)N1CCC(NC(=O)c2cc(C(=O)NCc3ccc(F)cc3)ccc2CO)CC1
  -10% | 4% | 5% | 0%[11.4 µM] | 0% | 1% | 16% | -5% | -5%
- CCOc1ccc(S(=O)(=O)NCc2ccc3c(c2)OCO3)cc1
  -5% | ? | -3% | -9% | 3% | -7% | 18% | 18% | -18%
- Cc1onc2c(=O)n(-c3ccccc3)nc(-c3ccccc3)c12
  -6% | -2%[58.9 µM] | -7% | -4% | 3% | 0% | -3% | ? | -16%

High-throughput results: PubChem BioAssay, National Center for Advancing Translational Sciences (NCATS)
